# Assay outcomes as filed in PubChem BioAssay.
# FUS yeast rescue: FUS proteinopathy suppression in yeast | S. cerevisiae FUS-expressing, growth rescue, OD600, 24 h | Potency, µM (highest dose often 76.6 µM), for inactives: at the top dose growth rescue (activation), hits mostly activators | actives 0.24% (n = 390,000);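 note: plate controls were DMSO vehicle for no effect and reference control for full effect; nearly all actives have a fitted effect of over 55% in size; some results filed as inactive show a strong effect at the top dose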
#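 S. cerevisiae expressing FUS from galactose induction served as the toxicity model. Growth after 24hr at 30C, read as absorbance at 600 nm, indicates suppression of toxicity; compounds dosed at several concentrations.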
# EPAC2 agonist: activates human EPAC2 exchange factor. actives 0.079% (n = 360,000). Potency, µM (highest dose often 154 µM), for the others: at the highest dose activation, most hits filed as activators. Q8WZA2. EPAC2 activation, biochemical qHTS; response scale: 100% = 6.5 mM cAMP response; note: nearly all actives have a fitted effect of over 50% in size
#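 Nucleotide exchange monitored as fluorescence drop when BODIPY-GDP leaves Rap1B. Reaction: 100 nM EPAC2, 250 nM RAP1B-BODIPY-GDP, 50 uM GDP, room temperature, kinetic read over 30 min. Activity expressed relative to 6.5 mM cAMP.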
# PTHR1 ag: agonists of human PTHR1 parathyroid hormone receptor. Q03431. HEK293 GP2 PTHR1 cells, GloSensor cAMP luminescence, 1 h. Potency, µM (top dose mostly 115 µM), inactives show top-dose activation, actives largely listed as activators. actives 0.075% (n = 410,000); note: nearly all actives have a fitted effect of over 55% in size; some results filed as inactive show a strong effect at the top dose; inactives centre near -15; many of its hits are not listed in these tables
# Target sequence (Q03431 whole entry, looked up): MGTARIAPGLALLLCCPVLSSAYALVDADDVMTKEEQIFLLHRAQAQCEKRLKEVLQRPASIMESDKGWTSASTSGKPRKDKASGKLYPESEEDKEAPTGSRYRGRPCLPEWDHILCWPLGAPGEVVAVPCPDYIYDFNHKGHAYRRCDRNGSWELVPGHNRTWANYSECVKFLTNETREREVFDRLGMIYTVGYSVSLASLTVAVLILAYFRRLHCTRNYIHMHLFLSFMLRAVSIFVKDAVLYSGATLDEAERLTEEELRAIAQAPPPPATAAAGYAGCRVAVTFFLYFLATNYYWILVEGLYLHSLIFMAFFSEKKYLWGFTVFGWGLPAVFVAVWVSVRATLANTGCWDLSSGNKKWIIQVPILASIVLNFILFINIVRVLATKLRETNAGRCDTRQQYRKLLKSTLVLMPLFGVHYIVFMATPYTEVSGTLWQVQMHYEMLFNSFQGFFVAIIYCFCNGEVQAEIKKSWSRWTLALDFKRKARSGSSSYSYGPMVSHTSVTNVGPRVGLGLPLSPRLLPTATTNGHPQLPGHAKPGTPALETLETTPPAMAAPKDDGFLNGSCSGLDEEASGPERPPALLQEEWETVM
#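 HEK-293-derived GP2 cells expressing PTHR1 and a GloSensor cAMP reporter, 3,000/well, plated overnight, given luciferin plus IBMX (each 0.5 mM as added) for 1 h at 37 °C, then compound for 1 h at 37 °C. Luminescence was read after 15 min at room temperature.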
# EPAC1 agonist: EPAC1 (human) agonism; O95398; EPAC1 agonist qHTS, biochemical assay; response scale: 100% = response to 6.5 mM cAMP; Potency, µM (doses to about 154 µM), inactives show top-dose activation, hits mostly activators; actives 0.073% (n = 360,000); note: nearly all actives have a fitted effect of over 60% in size
#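 EPAC1 100 nM, Rap1B–BODIPY-GDP 250 nM, unlabeled GDP 50 uM; compound titration; 5 min RT; kinetic read ex480/em540 at 5-min intervals ×30 min; data normalized to 6.5 mM cAMP agonist control.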
# aSyn yeast inh: alpha-synuclein toxicity inhibition in yeast. Yeast expressing alpha-synuclein, growth rescue, BacTiter-Glo, 24 h. Potency, µM (highest dose often 46.1 µM), for inactives: at the highest dose growth rescue (activation), usual class: activators. actives 0.14% (n = 370,000); note: % of control where 0% means no effect; nearly all actives have a fitted effect of over 65% in size
#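 Galactose-induced alpha-syn yeast (OD600=0.02, raffinose-pregrown) + pinned cpd, 24 hr, 30 deg C; growth by BacTiter-Glo luminescence. Growth restoration scores as activation.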
# EPAC1 antag: blocks human EPAC1 exchange factor; EPAC1 GEF assay, Rap1b-BODIPY-GDP exchange fluorescence; O95398; actives 0.14% (n = 360,000); AID 720709; Potency, µM (highest dose often 115 µM), for the others: top-dose activity change, negative = inhibition, most hits filed as inhibitors;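 note: plate controls were vehicle for no effect and positive control for full effect; nearly all actives have a fitted effect of over 50% in size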
# EPAC2 antagonist: blocks human EPAC2 exchange factor | EPAC2 GEF exchange of Rap1B-BODIPY-GDP, fluorescence | AID 720708 | Potency, µM (doses to about 114 µM), without a hit: at the highest dose activity, negative = inhibition, hits mostly inhibitors | actives 0.18% (n = 360,000) | Q8WZA2; note: % is set by controls: 0 for no effect and ±100 for the full control effect; nearly all actives have a fitted effect of over 45% in size; many of its hits are not listed in these tables
# TDP43 rescue: TDP-43 toxicity inhibition in yeast. Potency, µM (doses to about 46.1 µM), for inactives: top-dose growth rescue (activation), usual class: activators. actives 1.8% (n = 410,000). TDP-43 expressing yeast growth rescue, BacTiter-Glo, 24 h. AID 652104; note: % of control where 0% means no effect; nearly all actives have a fitted effect of over 50% in size
#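 Readout is BacTiter-Glo luminescence of cell growth, so inhibitors register as activators. TDP-43-expressing yeast at OD600=0.02 in galactose medium, after raffinose pregrowth to mid-log, were incubated with compound for 24 hr at 30 deg C.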
# * marks the source's active call; other numbers are inactive results; i = inactive; u = inconclusive; x = no result given; [ ] = another dose, or the depositor's remark. Calls come from the whole dose curve; as a rule, active = well fitted curve in the direction sought with a large enough effect; inconclusive = small, poorly fitted or top-dose-only effect, or another doubt; inactive = no such curve, though single readings can be large; an effect the other way counts as inactive or inconclusive. Potency is the fitted concentration of half-maximal effect. This is a subset; the hit share may differ from the screen's.
SMILES,FUS yeast rescue,EPAC2 agonist,PTHR1 ag,EPAC1 agonist,aSyn yeast inh,EPAC1 antag,EPAC2 antagonist,TDP43 rescue
CC1CN(CC(=O)Nc2ccc(S(N)(=O)=O)cc2)CC(C)O1 (centres undefined),0%,12%,-20%,7%,-1%,-19%,6%,1%
CCOc1ccccc1N(CC(=O)N1CCc2ccccc2C1)S(C)(=O)=O,-4%,15%,i,13%,0%,11%,-13%,8%
C[C@H](NC(=O)C1CCN(S(=O)(=O)c2ccccc2)CC1)C(=O)NCc1ccc(F)cc1,0%,6%,-15%,9%,7%,-12%,5%,9%
O=C(CSc1nnc(-c2ccccc2)o1)NC1CC1,-3%,11%,i,14%,-3%,-13%,4%,-11%
O=C(CNC(=O)c1ccccc1)OCC(=O)c1ccc(Cl)s1,-11%,3%,-11%,0%,11%,-9%,-3%,28%
O=C(CSc1nc2[nH]c(=O)cc(O)c2s1)Nc1ccc(Cl)c(C(F)(F)F)c1,3%,-8%,-17%,-2%,-4%,-2%,2%,2%
CCOC(=O)COc1nc(-c2ccccc2)cc(-c2ccco2)c1C#N,7%,1%,i,5%,-2%,-17%,1%,3%
Cc1ccc2cccc(OCc3ccc(Br)cc3)c2n1,4%,-3%,-28%,0%,10%,-7%,4%,4%
CC1(C)OC(=O)N(NCc2ccccc2)C1(C)O (centres undefined),-30%,1%,-9%,-7%,4%,29%,2%,1%
CCCc1ccc2oc(C(=O)NCCN3CCCC(C(N)=O)C3)c(C)c2c1 (centres undefined),-29%,-6%,i,-15%,-8%,0%,11%,1%
O=C(NCc1ccccc1)C(=O)NCC1COc2ccccc2O1 (centres undefined),6%,-17%,i,-5%,-5%,6%,9%,11%
Cc1nn(-c2ccccc2)c(C)c1/C=N/n1c(-c2ccncc2)n[nH]c1=S,4%,5%,i,5%,-7%,2%,2%,20%
C=CCCC(=O)Nc1nc(C)c(-c2csc(Nc3cc(Cl)ccc3OC)n2)s1,35%,1%,-14%,-26%,-1%,19%,9%,u
CCOC(=O)c1c(C)nc(C)c(C(=O)OCC)c1-c1cccc(N)c1,-8%,0%,i,-5%,-7%,13%,6%,-1%
Cc1ccc(-c2nc3cccnc3s2)cc1NC(=O)C1c2ccccc2Oc2ccccc21,-4%,-2%,i,4%,1%,-11%,0%,0%
Cc1ccc(S(=O)(=O)OCCC2=CC(=O)CCN2Cc2ccccc2)cc1,u,11%,-27%,-16%,3%,-3%,-9%,23%
COc1ccc(C(=O)N/N=C(\C)c2cccc(NC(=O)c3ccc(F)cc3)c2)c(OC)c1,14%,8%,i,5%,3%,-29%,0%,-3%
CC(=O)Nc1nnc(-c2ccccn2)o1,-16%,8%,i,-1%,-6%,7%,14%,8%
CCN(CC)c1ccc(NC(=O)C2=CC=CN3CCS(=O)(=O)N=C23)cc1,17%,-2%,i,-6%,-6%,-3%,-8%,0%
O=C1c2ccccc2C(=O)N1N=Cc1ccc2c(c1)OCO2,-12%,9%,-31%[inhibitor],-1%,7%,7%,-4%,8%
Cc1cc(S(=O)(=O)N2CCCC(C)C2)ccc1-n1cnnn1 (centres undefined),21%,21%,-73%[inhibitor],0%,0%,-4%,9%,11%
CCCCNC(=O)c1nc(C2CCN(S(=O)(=O)c3ccc(OC(F)(F)F)cc3)CC2)oc1-c1ccccc1,3%,3%,i,13%,1%,4%,1%,1%
C/C(CC1(O)C(=O)N(Cc2ccccc2)c2ccccc21)=N\O (centres undefined),4%,10%,i,0%,0%,0%,0%,10%
CCCC(=O)Nc1c2c(nn1-c1ccc([N+](=O)[O-])cc1)CS(=O)(=O)C2,-22%,4%,-24%,-10%,-2%,-15%,11%,19%
COc1ccc(/C=C(/NC(=O)c2ccc([N+](=O)[O-])cc2)C(=O)NCCCN(C)C)cc1,-14%,8%,i,2%,-5%,-4%,11%,1%
Cn1c(SCc2cccnc2)nc2cccnc21,-11%,4%,-14%[57.5 µM],-1%,-11%,4%,-6%,-2%
Cc1cc(=O)cc(C)n1-c1ccccc1Br,-31%,-6%,-28%,-3%,1%,-8%,7%,0%
COC(=O)c1ccc(/C=N/NC(=S)NC(C)C)cc1,-1%,0%,i,5%,1%,-3%,4%,23%
COc1ccc(S(=O)(=O)N2CCN(C(=O)[C@H](Cc3ccccc3)NC(=O)c3ccco3)CC2)cc1,x,4%,i,0%,4%,-2%,-3%,14%
Cc1ccc(NC(=O)c2ccco2)c(NC(=O)c2ccccc2)c1,2%,3%,-6%,6%,-13%,-14%,-6%,-13%
Cc1cc(F)c(F)cc1C(=O)N1CCCC1,-4%,5%,i,11%,-7%,-14%,4%,20%
CC(C)CCc1noc(CN2CCN(CC(=O)NC(C)C)CC2)n1,16%,-8%,-31%[inhibitor],-4%,3%,-5%,9%,0%
Cc1cccc(NC(=O)CSc2nnc(C)c(C)n2)c1,-4%,0%,-6%,-7%,-11%,8%,9%,25%
Nc1[nH]c(C(=O)c2ccccc2)c(-c2cccnc2)c1C(=O)NCCc1ccc(Cl)cc1Cl,-1%,10%,-56%[inhibitor],2%,-10%,-4%,0%,8%
CC(C)COc1ccc(C(=O)Nc2ccc(NC(=O)c3ccco3)c(Cl)c2)cc1,-6%,-6%,-26%[57.5 µM],-6%,0%,-2%,3%,0%
COc1ccc(C(O)Cn2cc([N+](=O)[O-])nc2C)cc1 (centres undefined),0%,5%,i,11%,-3%,8%,0%,-5%

# Next part; it opens with the 4 that closed the last part.
SMILES,FUS yeast rescue,EPAC2 agonist,PTHR1 ag,EPAC1 agonist,aSyn yeast inh,EPAC1 antag,EPAC2 antagonist,TDP43 rescue
Cc1cccc(NC(=O)CSc2nnc(C)c(C)n2)c1,-4%,0%,-6%,-7%,-11%,8%,9%,25%
Nc1[nH]c(C(=O)c2ccccc2)c(-c2cccnc2)c1C(=O)NCCc1ccc(Cl)cc1Cl,-1%,10%,-56%[inhibitor],2%,-10%,-4%,0%,8%
CC(C)COc1ccc(C(=O)Nc2ccc(NC(=O)c3ccco3)c(Cl)c2)cc1,-6%,-6%,-26%[57.5 µM],-6%,0%,-2%,3%,0%
COc1ccc(C(O)Cn2cc([N+](=O)[O-])nc2C)cc1 (centres undefined),0%,5%,i,11%,-3%,8%,0%,-5%
COc1ccccc1CNC(=O)CCNC(=O)Cn1ccc2ccccc2c1=O,18%,-9%,i,2%,-8%,17%,11%,-24%
CCN1C[C@@H]2[C@@H]3C(=O)N(C)C(=O)[C@@H]3[C@](Cc3ccccc3)(C1=O)N2C(=O)c1ccc(C(C)(C)C)cc1,28%,-2%,i,14%,3%,6%,0%,5%
O=C(COC(=O)C1CCN(S(=O)(=O)c2ccc(Cl)c(C(F)(F)F)c2)CC1)NCC1CCCO1 (centres undefined),-20%,2%,-4%,4%,u,5%,1%,27%
COc1cc(CNc2ccc(N3CCOCC3)cc2)cc(Br)c1OC,23%,14%,i,-2%,-1%,-13%,-8%,-2%
COc1ccc(C(=O)Nc2cc(Cl)cc(Cl)c2)c(OC)n1,-21%,0%[15.6 µM],i,-1%,5%,-8%,-1%,14%
Nc1ccc2nc3c(c(Cl)c2c1)CCCC3,14%,-2%,-4%,9%,-4%,5%,0%,-14%
CCN=C1SC(C(=O)Nc2cccc(Cl)c2)CC(=O)N1CC (centres undefined),-24%,5%,-7%,-9%,3%,12%,9%,17%
CCOC(=O)C1(CCOc2ccccc2)CCN(Cc2ccc(OC)cc2)CC1,12%,9%,i,-9%,1%,-5%,-17%,15%
Nc1nc(-c2ccccc2)c(-c2ccccc2)o1,-18%,10%,i,6%,2%,-16%,1%,-3%
O=C(COC(=O)c1ccco1)NC1CCCC1,13%,1%,i,10%,1%,-12%,-2%,7%
Cc1cccc(N(CC(=O)NC2CCCCC2)C(=O)c2ccc(C)s2)c1,28%,8%,-15%,1%,-1%,3%,-2%,-4%
O=C(CCCCCCCC(=O)N1CCCC1)N1CCCC1,-22%,4%,-14%,17%,1%,4%,-5%,2%
COc1ccccc1N1CCN(CCCCOc2c(OC)cccc2OC)CC1,-2%,6%,-20%,3%,1%,-20%,2%,-14%
COc1ccc(OCCCC(=O)NCc2ccco2)cc1,-2%,1%,i,-2%,3%,6%,6%,-4%
COC(=O)C(NS(=O)(=O)c1ccc(C)cc1)c1ccccc1 (centres undefined),23%,1%,-20%,-7%,-3%,-2%,-4%,0%[0.397 µM]
Cc1ccc2nc(SCC(=O)Nc3ccc4sc(C)nc4c3)c(C#N)cc2c1,-7%,15%,-16%[57.5 µM],8%,1%,15%,5%,5%
Cc1cccc(OCC(=O)N/N=C/C=C/c2ccco2)c1,x,1%,i,-10%,9%,-18%,7%,7%
CCc1c(O)cc2n(c1=O)-c1ccc(Cl)cc1C2(C)C,18%,0%,-32%[inhibitor],-9%,-16%,5%,7%,25%
O=[N+]([O-])c1ccc(Oc2ccc(S(=O)(=O)Nc3ccccc3)cc2)cc1,11%,7%,-35%[inhibitor],17%,3%,-19%,-8%,2.8µM*
CN1CCCCCC1=NC1=C(C#N)CCCC1,-28%,-6%,i,-1%,3%,0%,-5%,13%
COc1ccc(NS(=O)(=O)c2ccc(C)c(C(=O)NCC(c3ccco3)N3CCCCC3)c2)cc1 (centres undefined),2%,11%,i,6%,-1%,-9%,-9%,u
O=C(Nc1ccc(C(=O)N2CCCC2)cc1)c1cccc(C(F)(F)F)c1,2%,-2%,i,-4%,4%,7%,0%,10%
COc1ccc(NC(=O)C2CCCN(S(=O)(=O)c3cccnc3)C2)c(OC)c1 (centres undefined),8%,13%,-24%,8%,2%,-7%,3%,0%
O=C(c1ccc(=O)[nH]c1)N(c1ccccc1)C(CCc1ccccc1)c1nc2ccccc2[nH]1 (centres undefined),15%,4%,-24%,-6%,1%,-2%,16%,12%
Cc1cc(C)nc(N2CCN(c3ccc(F)cc3)CC2)n1,4%,4%,-93%[inhibitor],-5%,4%,0%,-18%,24%
COc1ccc([C@H]2CC(=O)C=C(c3ccc4c(c3)OCO4)C2)cc1,4%,11%,-2%,-2%,4%,3%,-8%,u
CC(=O)Nc1sc2c(c1C#N)CCC(C)C2 (centres undefined),17%,12%,-14%,0%,14%,-7%,-3%,0%
CCC(Oc1ccccc1)C(=O)Nc1ccccc1N1CCCC1 (centres undefined),16%,13%,-8%,9%,-1%,-25%,50µM*,-15%
Cc1nc(/N=C\c2ccc(N(C)C)cc2)sc1C,-23%,7%,-18%,-10%,2%,-16%,14%,4%
